PLC-beta3 inh – inhibitors of human phospholipase C beta3 | Q01970 | Purified PLC-beta3, fluorogenic substrate, fluorescence | inhibition, % at 12.2 µM | actives 0.18% (n = 370,000) | AID 720704; in the data active means inhibition above about 11%;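 further: 0% = median of compound wells on plate and 100% = full blocker control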
DAX1 inh-1 – inhibitors of DAX1 repression of SF-1 activated StAR promoter | inhibition, % at 6.8 µM | HEK293T StAR-luciferase reporter, SF-1/DAX-1 repression relief | actives 1.1% (n = 370,000) | AID 652010;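 active means inhibition above the mean over all tested compounds plus 3 SD, cut at about 3.6% in these data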;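 further: 0% = DAX-1 cells with DMSO and 100% = cells lacking DAX-1 with DMSO; higher inhibition means more luminescence from relief of DAX-1 repression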
PLCg1 inh – blocks human PLC-gamma1 enzyme activity; actives 0.84% (n = 370,000); inhibition, % at 12.2 µM; AID 720700; purified PLC-gamma1, fluorogenic substrate, fluorescence; P19174; in the data active means inhibition above about 9.5%
hgDAF12 agonist – activates the H. glycines DAF-12 receptor ligand-binding domain. HEK293 GAL4-hgDAF12 UAS-luciferase reporter, agonist luminescence; normalized to butyrate control. activation, % at 6.8 µM. actives 1.8% (n = 370,000). AID 687014;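 active means activation above a cutoff set at the mean of all screened compounds plus 3 SD, cut at about 10% in these data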;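 further: 0% = DMSO wells and 100% = sodium butyrate wells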
DAX1 inh-2 – inhibitors of human orphan nuclear receptor DAX1 (NR0B1) | P51843 | HEK293 Gal4-DAX1 luciferase reporter, luminescence | actives 0.99% (n = 340,000) | AID 504766 | inhibition, % at 6.75 µM;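 active means inhibition above the mean over all tested compounds plus 3 SD, cut at about 4.2% in these data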;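 further: 0% = DAX1-transfected cells with DMSO and 100% = empty-vector control cells with DMSO; inhibition shows as a rise in luminescence from relieved DAX1 repression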
Target sequence (P51843 207-470 limits assumed): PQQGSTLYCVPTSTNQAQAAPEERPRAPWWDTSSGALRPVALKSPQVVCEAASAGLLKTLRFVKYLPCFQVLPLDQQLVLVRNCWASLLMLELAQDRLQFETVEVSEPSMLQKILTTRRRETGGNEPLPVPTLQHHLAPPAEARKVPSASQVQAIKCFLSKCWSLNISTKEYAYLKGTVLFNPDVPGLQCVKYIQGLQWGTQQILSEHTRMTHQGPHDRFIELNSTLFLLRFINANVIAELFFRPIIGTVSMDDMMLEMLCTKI
FXN GAA850 act – activators of GAA850 frataxin (FXN) promoter | HEK293 lucGAA850 FXN promoter luciferase reporter, 24 h; percent of 10 µM SAHA response | activation, % at 6 µM | actives 0.56% (n = 360,000);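 active means activation above the average of all compounds screened plus 3 SD, cutoff fixed separately per campaign, cut at about 7.5% in these data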;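 further: 0% = DMSO wells and 100% = 10 µM SAHA wells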
hcDAF12 agonist – activates DAF-12 receptor from parasite H. contortus; AID 652067; actives 1.4% (n = 370,000); activation, % at 6.8 µM; HEK293 hcDAF-12 lit1-tk-luc reporter, luminescence; 0% DMSO, 100% Δ7-dafachronic acid;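 active means activation above the mean of all tested compounds plus 3 SD, cut at about 5.5% in these data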;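 further: 100% = response to 3 µM Δ7-dafachronic acid high control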
ssDAF12 agonist – S. stercoralis DAF-12 activation, primary screen | AID 652126 | HEK293 ssDAF-12/GRIP1 lit1-tk-luc reporter, luminescence; % of 3 µM dafachronic acid response | activation, % at 6.8 µM | actives 1% (n = 370,000);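 active means activation above the mean over all tested compounds plus 3 SD, cut at about 0.9% in these data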;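 further: 0% = DMSO-only wells and 100% = 3 µM delta7-dafachronic acid wells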
ADAM17 inh – ADAM17 inhibition, QFRET primary screen; recombinant ADAM17, EDANS/DABCYL FRET peptide cleavage; inhibition, % at 6.95 µM; actives 0.83% (n = 370,000);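 active means inhibition above the mean of compounds lying between control limits plus 3 SD, set per campaign, cut at about 8.5% in these data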;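 further: 0% = DMSO-only wells as the low control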
ADAM10 inh – ADAM10 inhibition, QFRET primary screen | O14672 | recombinant ADAM10, EDANS/DABCYL FRET peptide cleavage, 3 h | inhibition, % at 7 µM | actives 0.62% (n = 370,000) | AID 720582;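 active means inhibition above a per-campaign cutoff equal to the mean of compounds falling between control-based bounds plus 3 SD, cut at about 20% in these data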;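 further: 0% = DMSO wells while the 100% control is not disclosed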
sPLA2-III inh – Blocks human group III sPLA2 activity; Q9NZ20; QFRET BODIPY PC-A2 liposome hydrolysis, fluorescence; inhibition, % at 12.2 µM; actives 0.56% (n = 370,000);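 active means inhibition above mean plus 3 SD of compounds lying within the high and low control bounds, cut at about 19% in these data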;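 further: 0% = median of test compound wells and 100% = no enzyme DMSO wells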
Target sequence (Q9NZ20 whole entry, looked up): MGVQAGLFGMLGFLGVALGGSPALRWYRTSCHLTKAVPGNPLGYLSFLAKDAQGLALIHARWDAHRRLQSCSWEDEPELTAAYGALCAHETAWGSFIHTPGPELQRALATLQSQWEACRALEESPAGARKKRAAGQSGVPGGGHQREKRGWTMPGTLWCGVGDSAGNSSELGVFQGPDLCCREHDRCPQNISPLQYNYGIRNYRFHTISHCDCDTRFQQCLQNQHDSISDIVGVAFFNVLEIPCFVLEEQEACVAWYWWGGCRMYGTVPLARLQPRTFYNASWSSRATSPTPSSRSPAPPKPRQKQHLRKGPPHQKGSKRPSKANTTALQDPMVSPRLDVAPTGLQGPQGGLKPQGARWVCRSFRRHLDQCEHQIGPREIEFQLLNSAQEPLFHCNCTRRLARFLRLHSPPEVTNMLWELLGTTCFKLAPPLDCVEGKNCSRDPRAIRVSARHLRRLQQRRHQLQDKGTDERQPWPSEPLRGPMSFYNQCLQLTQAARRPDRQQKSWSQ
* = called active by the depositor; i = inactive; . = not tested or not shown; & = joins results of further samples.

No.	SMILES	PLC-beta3 inh	DAX1 inh-1	PLCg1 inh	hgDAF12 agonist	DAX1 inh-2	FXN GAA850 act	hcDAF12 agonist	ssDAF12 agonist	ADAM17 inh	ADAM10 inh	sPLA2-III inh
1	N#Cc1ccccc1OCC(=O)NC(=O)NCc1ccco1	-13	1.4	-3	11*	7.0*	6.3	0.6	-0.7	-18	-11	8
2	Cc1ccc(NS(=O)(=O)c2ccc(F)cc2)nc1	-53	0.0	-46	-0.8	0.0	0.2	-3.0	-0.9	-53	-151	4
3	Cc1ccc(COc2ccc(CNCCCN3CCCCCC3=O)cc2)cc1	-5	-0.4	1	4.0	-1.0	-3.2	0.8	-1.0	-5	-5	1
4	Nc1ccc(S(N)(=O)=O)cc1N	-109	2.7	-70	13*	7.3*	5.6	3.9	0.7	-19	-45	-7
5	Cc1ccccc1OCCN1C(=O)NC2(CCCc3ccccc32)C1=O (configuration not stated)	2	-0.2	0	2.1	0.1	-0.2	-2.6	-0.8	-3	0	-1
6	OC(c1ccc(F)cc1)c1nc(-c2ccoc2)cs1 (configuration not stated)	0	-2.4	-2	3.8	.	0.1	-3.0	-1.1	2	-2	5
7	CCCc1ccc(OCc2ccc(C(=O)Nc3cccc(C)n3)o2)c(OC)c1	-4	-0.4	-4	0.3	-0.2	5.4	-0.1	-0.6	-1	-2	0
8	CCN1CCN(C(=O)Cn2ncc3ccsc3c2=O)CC1	-2	0.0	-1	-1.5	-0.5	-1.0	0.6	-1.0	-3	-16	4
9	CCn1c(N2CCN(C(=O)/C=C/c3ccccc3)CC2)nc2ccccc21	3	-0.3	4	-1.2	-1.4	2.7	0.0	-1.2	3	0	0
10	O=[N+]([O-])c1cc(/C=N/O)ccc1SCc1ccccc1	4	-1.0	0	0.4	1.1	3.0	-0.6	-0.8	1	4	-2
11	COC(=O)C1=C(C)N(Cc2ccccc2C(F)(F)F)C(=NCc2ccc(C(F)(F)F)cc2)NC1c1ccc(Cl)cc1 (configuration not stated)	2	-0.7	0	8.4	.	.	1.1	-0.9	-4	-9	8
12	CC1CCN(S(=O)(=O)c2ccc(NC(=O)[C@@H]3CCCC[C@@H]3C(=O)O)cc2)CC1	-6	-0.6	1	0.9	0.9	-1.2	-1.6	-0.8	-2	-8	0
13	O=C(/C=C/c1cccc([N+](=O)[O-])c1)NCCSCc1cccc(Cl)c1	2	-0.8	7	4.4	-0.2	3.6	-1.7	-0.8	13*	19	-13
14	O=S(=O)(Nc1ccccc1N1CCCCC1)c1ccccc1	-8	0.6	-3	-1.5	-0.6	3.7	-0.6	0.2	2	6	1
15	O=C(O)/C=C\c1cccc(-n2nnnc2SCc2ccccc2F)c1	-10	-0.1	-1	1.6	0.4	-2.1	0.2	-1.3	-4	1	-8
16	COc1c(C)cccc1C(=O)Nc1cc(-c2nn3c(C)nnc3s2)ccc1C	-3	-2.6	-1	-1.4	-1.4	-2.4	-0.5	-0.9	-1	-6	1
17	COc1ccccc1NC(=S)NCCc1ccccc1	1	0.2	-1	1.9	0.2	0.8	-0.6	-1.3	-1	2	7
18	NNC(=S)Nc1cccc(-c2n[nH]c(=S)o2)c1	-36	0.3	-16	-0.9	1.5	0.8	0.6	-0.7	-7	-25	3
19	COc1ccc2c(c1)c(C(=O)N/N=C/c1ccc(Br)cc1)c(C)n2C	-8	-0.7	-2	1.2	1.2	-2.2	-0.3	-1.6	0	-2	-1
20	CCOC(=O)c1ccc(NC(=O)Nc2c(C)nn(C)c2C)cc1	0	0.6	-2	-1.9	1.2	-3.5	-2.2	-1.1	-7	-3	1
21	Cc1cc(C)n(CC2CC(=O)N(c3ccccc3)C2=O)n1 (configuration not stated)	-3	0.2	3	1.0	-0.9	2.2	1.0	-1.2	1	6	1
22	CCc1ccc(NC(=O)COc2ccc3c(c2)OCO3)cc1	-9	2.3	-1	4.4	-0.2	1.3	4.0	-0.8	4	3	3
23	CN[C@H]1CCc2cc(OC)c(OC)c(OC)c2-c2ccc(N(C)CC(OC)OC)c(=O)cc21	-22	0.4	-11	-2.0	-0.9	-2.3	-0.5	0.2	-7	-5	4
24	COC(=O)CNC(=O)COC(=O)/C=C/c1cccs1	-4	-1.0	2	2.0	1.5	0.6	0.3	-1.0	-3	-4	4
25	O=C(OCc1nc2ccc(Cl)cc2n1CCO)c1ccc(O)cc1	-3	0.2	0	2.5	-0.4	-3.8	0.9	-0.5	2	6	-14
26	CCOC(=O)c1cc(-c2ccc(/C=C3/C(=O)N(c4ccc(C(=O)O)cc4)N=C3C)o2)ccc1Cl	-5	0.4	2	0.7	-1.0	-0.3	-0.1	-1.2	-2	1	1
27	COc1ccc(Cc2nnc(NC(=O)CSc3ccc(C)cc3)s2)cc1OC	-3	0.2	-3	-0.7	0.5	1.8	1.4	-1.1	-1	8	-3
28	COc1cc(CCN(C(=O)c2cc3ccccc3[nH]2)C(C)c2nc3ccccc3[nH]2)cc(OC)c1 (configuration not stated)	-2	-1.7	-3	-0.7	.	.	-0.9	-0.5	7	10	-34
29	Cc1ccsc1C(=O)NCCc1ccco1	-13	4.3*	-4	8.6	1.2	2.2	1.0	-0.5	-6	-14	6
30	CC(C)(C)/C(O)=C/c1nc2ccccc2oc1=O	-2	-2.3	0	1.6	1.3	2.1	-0.3	-0.8	0	1	-1
31	COc1ccc(NC(=S)N2CCC(C(=O)c3ccc(OC)cc3)CC2)cc1	-3	0.0	-1	1.3	1.2	1.9	1.5	0.7	-2	-2	6
32	O=C(/C=C/Nc1ccc(S(=O)(=O)Nc2cnc3ccccc3n2)cc1)c1cccnc1	-11	0.2	-2	2.2	-0.3	1.9	0.8	-0.8	-2	0	-14
33	Cc1ccc(CNC(=O)c2ccc(F)c(S(=O)(=O)N3CCOCC3)c2)cc1	-4	0.3	1	1.1	-1.5	4.2	2.5	-0.8	0	0	5
34	COCc1ccc(C(=O)NC2CCCN(Cc3ccccc3F)C2)o1 (configuration not stated)	-3	1.7	-2	1.2	3.0	0.6	-0.5	-0.5	-1	1	5
35	C[Si](C)(C)n1ccnc1	3	-0.6	4	-1.6	0.1	1.4	-0.7	-1.3	1	11	-3
36	O=C(COc1ccccc1)NCC(=O)N/N=C/c1cccs1	6	0.3	2	-0.6	0.3	3.2	-1.8	-1.7	1	10	5
37	C[C@H](O)[C@@H]1C(=O)N2CCc3c([nH]c4c(-c5ccccc5)cccc34)[C@@H]2C[C@@H]1N(C)C(=O)c1ccccc1F	-13	-1.4	-7	-0.4	.	.	-0.6	-1.4	-3	-17	-49
38	O=C(CSc1nc(O)c(Cc2ccccc2)c(=O)n1-c1ccccc1)N1CCOCC1	0	0.2	0	-0.7	0.6	1.7	0.9	-0.9	-1	-1	5
39	O=C(CNc1ccccc1OC(F)F)N1CCc2ccccc21	0	2.5	1	9.0	1.3	5.6	3.4	-0.8	2	1	-4
40	CC(=O)c1cccc(NC(=O)C(C)OC(=O)CCCN=C2NS(=O)(=O)c3ccccc32)c1 (configuration not stated)	-6	0.9	-3	-0.6	-0.2	-0.5	-1.3	-0.4	-4	-8	14
41	Cc1ccc(-n2c(N)cc(=O)nc2SCC(=O)N2CCN(c3ccccc3)CC2)cc1C	-7	0.5	3	0.9	0.0	0.8	1.0	-0.1	-3	-9	1
42	CC(=O)Oc1ccc(Oc2ccc(-c3noc(C)n3)cc2)cc1	1	-1.6	0	-1.0	-0.5	0.7	0.9	-1.5	0	-1	-4
43	CCC(C)Sc1cc(-c2nc3ccccn3c2NC2CCCCC2)ccc1OC (configuration not stated)	i	-0.7&0.4	i	-0.1&1.8	0.3	0.3	-2.6&-3.1	-1.4&-1.4	-149&-99	-442	4&4
44	Cc1c(/C(Cc2ccccc2)=N/O)c2ccccc2n1C	-3	-0.2	-3	-0.8	0.7	1.3	-1.2	-0.5	-4	6	-6
45	Cc1ccc(/C(N)=N/OC(=O)c2ccc(F)cc2)cc1	4	1.1	-2	8.1	1.7	4.3	3.6	-1.0	-5	5	-1
46	O=C1CCC(=O)N(O)CCCCCNC(=O)CCC(=O)N(O)CCCCCNC(=O)CCC(=O)N(O)CCCCCN1	-8	0.7	-3	4.2	2.0	0.0	0.2	-0.9	-1	-10	0
47	Cc1c(/C=N/n2cnnc2)c2ccccc2n1CCOc1ccc(Cl)cc1	0	0.4	5	-0.9	-0.2	-0.8	-0.7	-1.6	0	-3	-9
48	CC(=O)N1CCc2cc(S(=O)(=O)NC(C)c3ccccc3)ccc21 (configuration not stated)	-4	-3.4	1	-4.2	-0.3	-1.3	-1.7	-1.8	3	1	-1
49	O=[N+]([O-])c1ccc(CN2CCN(c3ccccc3)CC2)o1	-3	-0.2	1	-0.3	-0.5	0.9	-1.9	-1.4	1	3	7
50	CCOC(=O)c1sc(=NC(=O)CCSc2ccccc2)n(C)c1C	-2	1.0	4	3.5	0.2	3.6	1.6	-1.4	4	-4	-4
51	CCOc1ccc(NC(=O)N(C2CCCCC2)C(C)c2ccncc2)cc1 (configuration not stated)	1	-0.4	0	0.8	-0.3	-0.5	2.7	1.6*	0	-6	6
52	COc1ccc(N2CCN(CC(=O)Nc3ccc(-n4cnnn4)cc3)CC2)cc1	0	0.2	-1	0.9	-0.9	2.9	-1.8	-0.9	-3	-1	-2
53	Cn1ccnc1CN1CCC[C@]2(CC[C@H](CCC#N)O2)C1	3&3	0.7&0.4	1&0	-0.2&1.6	.	.	1.4&-0.5	-1.7&-1.3	0&-3	2&-2	2&6
54	CC(C)C[C@@H](CO)N1CCN(CCc2ccccc2)CCC1=O	5	0.8	8	-0.1	-0.2	-2.4	1.1	-1.4	5	10	5
55	COc1cc(C=C(c2nc3ccccc3s2)c2nc3ccccc3s2)ccc1O	-64	0.0	-63	0.7	0.8	1.1	2.2	-1.2	9.6*	18	-46
56	CCNC(=O)N1CCOCC1	4	-0.3	3	-0.3	-0.1	0.4	-2.3	-1.4	-3	0	-2
57	COCc1cc(Sc2ccc(Cl)cc2)nc(C)n1	-6	-0.7	2	-1.2	1.8	1.9	-1.7	-1.3	-4	-8	6
58	Fc1ccc(C2=Nn3c(nnc3C3CCCCC3)SC2)cc1	-2	-0.1	-1	-0.6	.	.	-3.2	-1.4	-2	0	5
59	COc1ccc2nc(-n3c(C)ccc3C)sc2c1	-4	0.3	-5	-0.7	0.5	3.2	0.4	-1.4	-6	-112	-5
60	CC1CCCCN1C(=O)COC(=O)c1n[nH]c2ccccc12 (configuration not stated)	0	0.7	2	8.1	3.1	1.7	2.5	-0.5	-6	-13	6
61	Cc1ccc(C(=O)N(C)CC(=O)Nc2cccc(F)c2)cc1S(=O)(=O)N1CCCCC1	-9	-1.8	1	-3.3	-1.8	-1.5	-1.1	-1.2	-5	-12	6
62	CCOCCCNC(=O)c1c[nH]c2c(CC)cccc2c1=O	3	-0.3	6	-0.1	1.1	3.2	-0.1	-0.7	0	1	-1
